Bioassay records from PubChem.
mIAP inh: blocks mouse intestinal alkaline phosphatase; purified mouse IAP, CDP-Star luminescence, 30 min; inhibition, % at 10 µM; 330,000 compounds, 0.2% hits; AID 2806;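 active means inhibition of at least 40% at 10 µM in the primary screen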;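 further: plate controls were DMSO with enzyme for no effect and no enzyme wells for full effect; values of inactives mirror those of a sister screen read the other way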
tim10-1 inh: growth inhibitors of tim10-1 mutant yeast; S. cerevisiae tim10-1 ts strain growth, BacTiter-Glo, 24 h; inhibition, % at 20 µM; 330,000 compounds, 2.2% hits;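 active means inhibition of at least 40%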;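 further: mutant grown at 25 °C; 0% = DMSO wells with yeast and 100% = wells holding no yeast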
A3G deaminase: APOBEC3G (human) deaminase inhibition; recombinant A3G, ssDNA deamination FAM/TAMRA fluorescence; 330,000 compounds, 0.28% hits; inhibition, % at 20 µM;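 active means inhibition of at least 40% at 20 µM, with no more than 30% in the related APOBEC3A deaminase screen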;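 further: plate controls were DMSO wells with A3G for no effect and wells lacking A3G enzyme for full effect; some compounds called inactive have numbers as strong as hits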
Target sequence (Q9HC16 whole entry, looked up): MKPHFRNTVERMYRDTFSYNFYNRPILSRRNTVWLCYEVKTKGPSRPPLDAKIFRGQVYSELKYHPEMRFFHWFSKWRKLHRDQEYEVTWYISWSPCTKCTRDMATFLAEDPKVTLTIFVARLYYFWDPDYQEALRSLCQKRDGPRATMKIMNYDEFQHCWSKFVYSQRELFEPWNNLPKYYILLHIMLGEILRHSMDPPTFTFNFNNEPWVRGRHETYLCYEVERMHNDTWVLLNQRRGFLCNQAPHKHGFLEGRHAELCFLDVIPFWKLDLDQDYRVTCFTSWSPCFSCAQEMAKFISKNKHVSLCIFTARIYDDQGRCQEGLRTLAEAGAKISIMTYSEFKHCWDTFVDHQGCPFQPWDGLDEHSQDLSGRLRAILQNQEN
NALP3 yeast inh: NALP3 inhibition in yeast | 330,000 compounds, 0.39% hits | Yeast reconstituted NLRP3/ASC/caspase-1, beta-gal luminescence, 24 h | inhibition, % at 10 µM | AID 2825;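 active means inhibition of 50% or more; inactive means inhibition below 50%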;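 further: plate controls were induced DMSO wells for no effect and uninduced yeast grown without galactose for full effect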
mIAP act: increases mouse intestinal alkaline phosphatase activity. muIAP, CDP-Star luminescence, 30 min; hits give high values; 1 = vehicle-only enzyme signal, 0 = enzyme-free wells. activation factor at 10 µM. 330,000 compounds, 0.24% hits. AID 2805;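 active means activation factor of at least 2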; further: the source names both 10 and 20 µM as test concentration; values of inactives mirror those of a sister screen read the other way
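also added = chemiluminescent substrate CDP-Star | test system = mouse IAP enzyme | signal = chemiluminescence readout | compound = DMSO-dissolved test compounds | incubation = 30 min at room temperature | benchmarks = DMSO wells, no-enzyme wells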
hIAP inh: human IAP inhibition. inhibition, % at 10 µM. AID 2544. P09923. purified IAP, CDP-Star luminescence, 30 min. 330,000 compounds, 0.12% hits;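 active means inhibition reaching a set limit with compound at 10 µM in the primary screen, cut at about 35% in these data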;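 further: plate controls were DMSO wells with enzyme for no effect and no-enzyme buffer wells for full effect; values of inactives mirror those of a sister screen read the other way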
A3A deaminase: inhibitors of human APOBEC3A DNA deaminase; P31941; recombinant A3A, FAM/TAMRA ssDNA deamination fluorescence; inhibition, % at 20 µM; 330,000 compounds, 0.41% hits; AID 493011;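 active means at least 40% inhibition at 20 µM here, with at most 30% in a related deaminase screen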;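 further: plate controls were A3A with DMSO for no effect and wells lacking A3A enzyme for full effect; some results filed as inactive read as strong as hits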
Target sequence (P31941 whole entry, looked up): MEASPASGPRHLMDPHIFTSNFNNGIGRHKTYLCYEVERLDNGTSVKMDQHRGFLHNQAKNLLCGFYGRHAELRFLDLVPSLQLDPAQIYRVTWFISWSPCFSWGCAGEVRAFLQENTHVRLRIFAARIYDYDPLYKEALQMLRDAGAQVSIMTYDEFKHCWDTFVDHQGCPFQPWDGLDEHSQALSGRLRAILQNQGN
TIM10 inh: TIM10 yeast growth inhibition | inhibition, % at 10 µM | S. cerevisiae TIM10 strain growth, BacTiter-Glo luminescence, 24 h | 330,000 compounds, 1.4% hits;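 active means inhibition of 40% or more at the single tested concentration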;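 further: wild-type TIM10 isogenic control strain grown at permissive 25 °C; 0% = DMSO yeast wells and 100% = minimal medium wells without yeast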
beta cell repl: inducers of beta-cell replication in MIN6 cells; MIN6 cells proliferation, ATPlite luminescence, 48 h; cells starved in 0.2% serum; 100% = growth in 10% serum; proliferation, % at 10 µM; 330,000 compounds, 0.29% hits;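 active means compounds whose signal lies at least 3.5 SD above the mean of all wells on their plate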;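 further: 0% = DMSO-treated cells in low-serum medium and 100% = 10% serum control; some compounds called inactive have numbers as strong as hits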
An asterisk follows results filed as active. Compounds were not picked by outcome; about 4.6% have a hit in one of these screens.

SMILES	mIAP inh	tim10-1 inh	A3G deaminase	NALP3 yeast inh	mIAP act	hIAP inh	A3A deaminase	TIM10 inh	beta cell repl
Nc1ccc2c(C(F)(F)F)cc(=O)oc2c1	2	29	0	0	0.97	14	1	-6	0
COc1ccc(CCNC(=O)C2CCC(=O)N(CCc3ccc(OC)cc3)C2)cc1 (stereo not drawn)	1	5	-6	0	0.99	-12	-3	0	-5
CN(CC(=O)NCc1ccncc1)S(=O)(=O)c1ccc2ccccc2c1	4	-1	-5	-10	0.96	9	-2	-4	-3
O=C(c1ccco1)N1CCN(Cc2cccc([N+](=O)[O-])c2)CC1	-9	5	-10	21	1.1	-8	-4	-6	3
CC(C)(C)c1ccc(C(=O)Nc2ccccc2C(=O)NCCN2CCOCC2)cc1	3	21	-5	12	0.97	-17	-6	17	-3
Nc1nc(Cl)cc(Oc2ccccc2F)n1	7	2	-8	3	0.93	0	-1	-20	-3
Cc1cc(NC(=O)COC(=O)C2CCN(S(=O)(=O)c3ccc(Cl)cc3)CC2)no1	-2	16	1	14	1	1	3	-8	-1
NC(=O)C1(N2CCCCC2)CCN(C(=S)Nc2ccc(F)c(Cl)c2)CC1	12	3	-2	11	0.88	-4	-1	0	1
COc1ccc(NC(=O)C2C3C=CC4(O3)C2C(=O)N(CCCN2CCCCC2)C4C(=O)NC2CCCC(C)C2C)cc1 (stereo not drawn)	-11	16	4	10	1.1	-45	-5	-4	0
NC(=O)CSc1nnc(-c2cccs2)n1-c1ccccc1	2	13	0	4	0.98	-5	5	-5	-2
COc1cccc(/C=N/n2c(COc3ccccc3)n[nH]c2=S)c1O	2	10	12	20	0.98	-6	-5	16	0
N#Cc1c(NC(=O)CSc2nc(N)cc(=O)[nH]2)sc2c1CCCC2	12	0	-7	-9	0.88	7	-4	17	-4
O=C(c1ccco1)n1nc(-c2cccnc2)nc1NCc1ccco1	18	5	1	11	0.82	-8	3	10	-3
CC1=NN(C(=O)c2ccc(C)cc2)C(O)(C(F)(F)OC(F)(F)F)C1 (stereo not drawn)	8	2	-2	53*	0.92	12	3	-7	3
COc1cccc(/C=N/NC(=O)c2c(C)nc3ccc(Cl)cn23)c1OC	11	34	1	12	0.89	-7	-1	28	0
C=CCN(CC=C)S(=O)(=O)c1ncn[nH]1	6	-4	3	3	0.94	-3	10	-6	0
COc1ccc(-c2csc3ncnc(N4CCN(C(=O)c5ccco5)CC4)c23)cc1	3	35	-8	13	0.97	-8	0	25	11*
C/C(=N\NC(=O)c1c[nH]c2ccccc12)c1ccco1	13	-35	-3	20	0.87	0	1	9	-3
CSc1cccc(NC(=O)c2ccc(CN3CCc4ccccc4C3)cc2)c1	-3	9	-6	32	1	1	-1	16	-7
CC(=O)Nc1ccc(NC(=O)C(C)OC(=O)C2CC3C=CC2C3)cc1 (stereo not drawn)	8	11	-5	2	0.92	1	-3	-5	0
CCOC(=O)c1c(C)[nH]c(C)c1C(=O)CSc1nc2ccccc2c(=O)n1-c1ccc(CC)cc1	-1	19	-5	7	1	-12	-1	27	0
Cc1cc(=O)oc2cc(OCCc3ccccc3)ccc12	9	15	-2	31	0.91	-24	-3	-20	1
COc1ccccc1/C=C1\SC(=S)N(CCC(=O)Nc2nnc(C)s2)C1=O	10	-4	-11	15	0.9	-4	-2	12	-2
COc1ccc(CCNC(=O)C/C(C)=N/NC(=O)c2ccc(Cl)cc2Cl)cc1OC	8	3	-1	11	0.92	-4	-5	9	4
CC1CC(C)(C)CC2(C1)NC(=O)N(CC(=O)Nc1ccc3[nH]c(=O)[nH]c3c1)C2=O (stereo not drawn)	5	-1	-14	5	0.95	7	-9	-14	-1

Continued, starting with the last three of the part before.
SMILES	mIAP inh	tim10-1 inh	A3G deaminase	NALP3 yeast inh	mIAP act	hIAP inh	A3A deaminase	TIM10 inh	beta cell repl
COc1ccccc1/C=C1\SC(=S)N(CCC(=O)Nc2nnc(C)s2)C1=O	10	-4	-11	15	0.9	-4	-2	12	-2
COc1ccc(CCNC(=O)C/C(C)=N/NC(=O)c2ccc(Cl)cc2Cl)cc1OC	8	3	-1	11	0.92	-4	-5	9	4
CC1CC(C)(C)CC2(C1)NC(=O)N(CC(=O)Nc1ccc3[nH]c(=O)[nH]c3c1)C2=O (stereo not drawn)	5	-1	-14	5	0.95	7	-9	-14	-1
COc1ccc2nc(C)cc(N3CC(C)OC(C)C3)c2c1 (stereo not drawn)	3	8	-6	-23	0.97	6	0	11	-2
Cc1csc2nc(O)c(C(=O)NC3CCCCC3C)c(=O)n12 (stereo not drawn)	4	30	-1	-6	0.95	-5	2	23	-6
Cc1ccc(OCC(=O)N[C@@H](C)c2nnc3ccccn23)cc1C	-2	-4	-9	14	1	3	-4	-10	2
Cc1nc(CC(=O)N2CCN(c3cccc(C)c3C)CC2)cs1	-6	12	1	-5	1.1	-9	0	3	0
N#Cc1cnn2c(-c3ccccc3)ccnc12	4	1	-1	16	0.96	6	-1	-9	-2
COc1cccc(NC(=O)CSC2=C(C#N)C(c3ccco3)C3=C(CCCC3=O)N2)c1 (stereo not drawn)	9	7	-1	24	0.91	8	6	18	0
CCOc1ccc(NC(=O)N(CCC(C)C)C(C)c2ccco2)cc1 (stereo not drawn)	-7	15	-4	11	1.1	-8	-2	-2	-1
COc1ccccc1C(=O)NC(=O)COC(=O)c1ccc(Cl)nc1	4	-5	-8	17	0.96	-7	1	1	5
CN(CC(=O)Nc1cccc(S(=O)(=O)N2CCCC2)c1)CC(=O)Nc1ccc(Cl)c(C(F)(F)F)c1	-11	3	-3	22	1.1	-16	-2	12	-7
C=CCOC(=O)C1=C(C)NC(=O)NC1c1ccc(OC(=O)c2ccco2)c(OC)c1 (stereo not drawn)	4	-5	1	4	0.96	1	1	0	1
COc1cc2c(cc1OC)C(c1cccc(OC)c1OC)CC(=O)N2 (stereo not drawn)	0	12	-9	11	1	-12	1	-7	3
c1ccc(OCc2nnc(-c3ccccc3)o2)cc1	0	15	-4	8	1	8	4	1	-3
CC12CCC(C(=O)N3CCCc4ccccc43)(OC1=O)C2(C)C (stereo not drawn)	0	27	-4	3	1	5	-4	-10	1
O=C(CSc1nnc(Cc2cccs2)n1C1CCCCC1)N1CCN(C(=O)c2ccco2)CC1	-11	17	-2	16	1.1	-12	3	6	0
CC(=O)Nc1ccc(NC(=O)C2CC(=O)N=C(N)S2)cc1 (stereo not drawn)	6	2	0	1	0.94	-2	4	1	0
COc1ccc(CNc2nc3nc(C)cc(C)n3n2)cc1OC	-4	11	-9	-2	1	-10	-1	-22	-2
O=C(c1ccoc1)N1CCC2(CCCN(Cc3ccc(F)c(F)c3)C2)C1 (stereo not drawn)	-1	9	-2	9	1	14	-2	-7	-1
COc1ccc(-n2cnc3cc(N)ccc32)cc1	-8	-3	-3	24	1.1	-5	-5	-1	-2
CCOC(=O)c1c(N)sc2c1CCS(=O)(=O)C2	28	12	29	15	0.72	1	4	-9	2
CCN(CC(=O)Nc1ccccc1OC)C(=O)c1ccc(N(C)S(=O)(=O)c2ccc(C)cc2)cc1	8	-15	-9	18	0.92	4	-4	-25	-1
CCOc1ccc(-n2cc(-c3ccccc3)c3c(=O)[nH]cnc32)cc1	-2	55*	-6	-66	1	0	-2	35	0
Cc1cccc(C)c1NC(=O)CSCc1cccc(CSCC(=O)Nc2c(C)cccc2C)n1	-8	12	-2	9	1.1	-6	-1	10	-2
CCN(Cc1ccccc1)Cc1cc(OC)cc(OC)c1	10	5	-5	-10	0.9	10	-2	4	1
CCN(CC)CC(=O)N(CC(=O)Nc1c(C)cc(C)cc1C)C1CCCCC1	4	11	-3	-1	0.96	8	0	-1	-1
CC(C)(C)OC(=O)NNC(=O)Nc1ccccc1C(F)(F)F	-6	-10	2	-7	1.1	8	1	-10	3
The list goes on:
SMILES	mIAP inh	tim10-1 inh	A3G deaminase	NALP3 yeast inh	mIAP act	hIAP inh	A3A deaminase	TIM10 inh	beta cell repl
COc1ccc(CC(=O)NCCC(C)C)cc1S(=O)(=O)N1CCOCC1	-10	8	4	3	1.1	-5	-1	-11	-5
Cc1cc2[nH]c(=O)c(=O)[nH]c2cc1S(=O)(=O)Nc1cccc(F)c1	2	-4	7	-1	0.98	-26	2	15	-2
CCc1ccc(-c2cn3c(n2)SCC3)cc1	0	-7	0	32	1	-5	1	-14	-3
Cc1ccccc1Nc1nc(N)nc(COC(=O)c2cccc(S(=O)(=O)N(C)C)c2)n1	-2	16	-3	3	1	4	1	8	0
O=C(O)c1ccc(Sc2nnc(-c3cccc(Br)c3)o2)c([N+](=O)[O-])c1	0	13	-14	2	1	-2	0	10	-4
CS(=O)(=O)Nc1nnc(CCc2ccccc2)s1	2	-15	-6	22	0.97	-22	-9	-11	-2
O=C(CNCc1ccc(F)cc1)Nc1ccc(C(=O)N2CCCCC2)cc1	-4	9	-8	9	1	6	-6	10	-2
CSc1nnc(-c2ccccc2)n1C	-10	-13	-4	-3	1.1	-8	-5	-11	2
COc1cc2c(cc1OC)C(=S)NC(C)(C)C2	-3	5	-1	9	1	0	-2	-11	-2
C=CCn1c(=S)[nH]c2sccc2c1=O	6	-7	-5	19	0.94	5	-2	1	3
COc1ccc(OC)c2sc(NC(=O)c3ccc(Br)s3)nc12	3	24	0	23	0.97	10	-4	14	3
CCCOc1ccc(-c2nc(OC)c3ccccc3n2)cc1	8	21	-10	17	0.92	-28	-1	10	-4
O=C(Nc1cccnc1)c1ccco1	2	-15	-7	6	0.98	6	-1	-15	-3
Cn1nc([N+](=O)[O-])nc1Sc1nnnn1-c1cccc(C(=O)O)c1	-2	-15	-3	-5	1	-12	-4	-24	-2
N#CCC(=O)N/N=C/c1cc(Br)ccc1OCc1cccc2ccccc12	14	13	-9	6	0.85	10	-3	27	-6
C=CCNc1sc(C(=O)c2ccc(C)cc2)c(N)c1C#N	2	9	-7	9	0.98	5	-5	21	-1
COc1ccccc1NC(=O)C1=C(C)Nc2nnnn2C1c1ccccn1 (stereo not drawn)	1	26	-1	9	0.99	-12	6	-7	-2
CNC(=S)N1CCC(NC(=O)c2ccco2)CC1	-9	-10	-2	-3	1.1	14	2	-1	2
COc1ccc2cc(S(=O)(=O)NCc3cccnc3)ccc2c1	-2	-1	-6	-1	1	10	0	-6	0
CC(C)Sc1nnc(SCC(=O)NCCCN2CCCC2=O)s1	-8	-9	-5	9	1.1	-15	-1	7	-4
Cc1ccc(C(=O)N2CCN(Cc3ccc4c(c3)OCO4)CC2)cc1[N+](=O)[O-]	1	1	-5	14	0.99	0	-2	7	-3
Cc1cc(C)n(CCNC(=O)CC2C(=O)NCCN2Cc2ccc(C)o2)n1 (stereo not drawn)	11	7	-7	2	0.89	1	-3	5	0
CCn1nc(C(=O)OCC(=O)c2cc(C)n(Cc3cccs3)c2C)c2ccccc2c1=O	3	17	0	9	0.97	-9	1	12	-3
O=c1[nH]c2ccccc2s1	3	9	-6	15	0.97	-3	-1	2	1
Cc1ccc(C2=CC(=O)C[C@H](c3ccc(Cl)cc3)C2)cc1	8	6	-6	6	0.92	2	0	6	-4
CCOC(=O)c1nc(Nc2cccc(C)c2)c2ccccc2n1	11	15	-7	12	0.89	-12	4	7	1
COc1ccc(NC(=O)C(C)N2c3cccc4cccc(c34)S2(=O)=O)cc1 (stereo not drawn)	-2	10	-1	21	1	-7	3	9	3
O=C1CSC(c2ccccc2Cl)N1 (stereo not drawn)	0	-9	-3	2	1	-12	-1	-9	1
CCOc1ccc(N/C(C)=C\C(=O)c2ccc3c(c2)OCCO3)cc1	8	-10	-7	11	0.92	-2	-5	2	-2
